Screening data: PubChem BioAssay, National Center for Advancing Translational Sciences (NCATS)
Tb PGK inh: T. brucei PGK inhibition; P07378; actives 0.043% (n = 380,000); Potency, µM (top dose mostly 57.5 µM), for inactives: top-dose activity change, negative = inhibition, most hits filed as inhibitors; AID 602233; PGK/GAPDH coupled, Kinase-Glo luminescence, 60 min; also: % is scaled to controls: 0 for no effect and ±100 for the full control effect; nearly all actives have a fitted effect of over 60% in size
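Luminescent ATP detection (Kinase-Glo Plus) follows a 60-minute room-temperature incubation, with wells lacking PGK as controls. Buffer: 100 mM TEA (pH 7.6), 5 mM MgCl2, 0.01% Tween-20. Coupling enzyme GAPDH (100 nM final) supplies unstable 1,3-BPG in-well.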
JMJD2A Tudor inh: inhibitors of human JMJD2A Tudor domain. AlphaScreen JMJD2A-Tudor / H3K4me3 peptide binding. Potency, µM (series often up to 114 µM), for inactives: at the highest dose activity change, negative = inhibition, hits mostly inhibitors. actives 4.4% (n = 390,000); also: % is scaled to controls: 0 for no effect and ±100 for the full control effect; nearly all actives have a fitted effect of over 50% in size
ALOX12 inh: ALOX12 (human) lipoxygenase inhibition. actives 1.1% (n = 580,000). Potency, µM (top dose mostly 108 µM), for the others: at the top dose activity change, negative = inhibition, hits mostly inhibitors. purified 12hLO, xylenol orange hydroperoxide absorbance. AID 1671190; also: % is scaled to controls: 0 for no effect and ±100 for the full control effect
Target sequence (P18054 whole entry, looked up): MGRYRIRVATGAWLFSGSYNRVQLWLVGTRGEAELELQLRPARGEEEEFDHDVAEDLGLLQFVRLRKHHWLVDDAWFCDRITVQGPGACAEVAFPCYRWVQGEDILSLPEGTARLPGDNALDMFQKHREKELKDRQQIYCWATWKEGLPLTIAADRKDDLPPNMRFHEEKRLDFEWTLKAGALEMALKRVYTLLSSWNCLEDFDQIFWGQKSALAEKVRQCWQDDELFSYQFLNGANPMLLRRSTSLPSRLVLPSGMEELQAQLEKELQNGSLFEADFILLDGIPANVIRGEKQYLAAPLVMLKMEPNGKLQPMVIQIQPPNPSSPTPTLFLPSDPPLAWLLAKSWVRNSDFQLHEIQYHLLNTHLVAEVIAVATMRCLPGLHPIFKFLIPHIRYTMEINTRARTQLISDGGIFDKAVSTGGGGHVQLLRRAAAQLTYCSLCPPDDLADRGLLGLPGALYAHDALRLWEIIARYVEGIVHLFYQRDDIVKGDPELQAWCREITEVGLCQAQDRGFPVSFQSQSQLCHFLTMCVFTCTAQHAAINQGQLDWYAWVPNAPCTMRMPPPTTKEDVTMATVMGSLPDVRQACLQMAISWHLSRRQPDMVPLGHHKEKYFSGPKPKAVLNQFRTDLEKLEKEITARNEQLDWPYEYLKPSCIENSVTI
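Hydroperoxide product was detected by ferrous iron/xylenol orange as the 573 to 405 nm absorbance ratio. Arachidonic acid at 40 uM (final) was turned over for 30 min at room temperature by 150 nM human 12hLO, pH 7.0 Hepes buffer, after 15 min compound preincubation.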
rTrxR1 inhibitor: rat TrxR1 inhibition; O89049; recombinant rTrxR1, NADPH fluorescence consumption, selenite substrate; Potency, µM (doses to about 114 µM), without a hit: at the top dose activity change, negative = inhibition, most hits filed as inhibitors; actives 1% (n = 390,000); AID 588453; also: % is scaled to controls: 0 for no effect and ±100 for the full control effect; nearly all actives have a fitted effect of over 65% in size
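Rat TrxR1 (90 nM in the dispensed reagent) was pre-reduced with 400 uM NADPH for 5 min at room temperature, then incubated with compound for 15 min. After 400 uM selenite was added, NADPH fluorescence (Ex 340/Em 450 nm) was followed for 8 min.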
RGS4 inh: blocks human RGS4-accelerated GTP hydrolysis; Potency, µM (top dose mostly 114 µM), inactives show at the highest dose activity change, negative = inhibition, most hits filed as inhibitors; P49798; actives 0.039% (n = 390,000); Transcreener GDP fluorescence polarization, RGS4-accelerated GTP hydrolysis; AID 504845; also: % is scaled to controls: 0 for no effect and ±100 for the full control effect; nearly all actives have a fitted effect of over 75% in size; some results filed as inactive show a strong effect at the top dose
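MLSMR compounds (23 nl, pin-transferred) preincubated 10 min at room temperature with a 500nM (2x) first reagent, then RGS4 at 900nM (2x) plus Transcreener GDP mix added; fluorescence polarization (620/688 nm) read before and after 90 min at 30 °C.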
GLS inh: blocks human kidney-isoform glutaminase activity | O94925 | GLS enzymatic activity, qHTS titration | Potency, µM (highest dose often 45.5 µM), inactives show at the top dose activity change, negative = inhibition, most hits filed as inhibitors | actives 0.21% (n = 410,000) | AID 624170; also: % is scaled to controls: 0 for no effect and ±100 for the full control effect
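Two-point fluorescence kinetic (t0, 30 min RT) for hKGA; glutamate detected via glutamate oxidase–HRP–Amplex Red. Substrate: 1 mM L-glutamine solution; buffer 45 mM KH2PO4, pH 8.2.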
ERG Ets-DNA blk: inhibitors of human ERG Ets domain-DNA interaction. actives 0.028% (n = 370,000). AID 624246. fluorescence polarization, His-ERG Ets domain / labelled DNA. Potency, µM (doses to about 76.9 µM), for inactives: at the top dose FP activity, negative = inhibition, actives largely listed as inhibitors; active = well fitted inhibition curve with a large enough effect in the polarisation, with a control signal flat; inconclusive = small, poorly fitted or top-dose-only effect, or effect the other way, or a change in a side signal; inactive = no such curve, though single readings can be large or run the other way; the % refers to the polarisation;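 also: polarization taken with two DNA probes labelled with fluorescein and Texas red; % of control where 0% means no effect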
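His-tagged ERG Ets domain (1 uM in the protein solution; 300mM KCl, 50mM Tris-HCl, 1mM EDTA, 1mM DTT, pH 7.5) received compound, then a probe mix of 5 nM fluorescein-DNA and 100nM Texas-615-DNA. Fluorescence polarization was read for both dyes.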
Pin1 inhibitor: blocks the human prolyl isomerase Pin1; actives 0.009% (n = 390,000); Potency, µM (titrated, usually from 115 µM), for inactives: top-dose activity, negative = inhibition, hits mostly inhibitors; Q13526; Pin1 FP peptide displacement, HiFluor488, 10 min; active = well fitted inhibition curve with a large enough effect in the polarisation, with a control signal flat, not every such curve was filed as active; inconclusive = small, poorly fitted or top-dose-only effect, or effect the other way, or a change in a side signal; inactive = no such curve, though single readings can be large or run the other way; the % refers to the polarisation; also: % is scaled to controls: 0 for no effect and ±100 for the full control effect
Target sequence (Q13526 whole entry, looked up): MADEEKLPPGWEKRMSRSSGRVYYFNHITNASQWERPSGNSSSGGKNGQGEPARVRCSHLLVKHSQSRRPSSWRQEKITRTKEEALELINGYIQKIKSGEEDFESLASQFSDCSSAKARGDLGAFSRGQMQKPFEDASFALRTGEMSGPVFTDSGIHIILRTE
HP1b binding inh: HP1-beta chromodomain-methylated histone interaction inhibition; AlphaScreen HP1-beta / biotin-H3K9me3 peptide binding; Potency, µM (doses to about 114 µM), for inactives: at the top dose activity change, negative = inhibition, hits mostly inhibitors; AID 540317; actives 0.56% (n = 390,000); also: nearly all actives have a fitted effect of over 70% in size; inactives centre near 23
Target sequence (P83916 whole entry, looked up): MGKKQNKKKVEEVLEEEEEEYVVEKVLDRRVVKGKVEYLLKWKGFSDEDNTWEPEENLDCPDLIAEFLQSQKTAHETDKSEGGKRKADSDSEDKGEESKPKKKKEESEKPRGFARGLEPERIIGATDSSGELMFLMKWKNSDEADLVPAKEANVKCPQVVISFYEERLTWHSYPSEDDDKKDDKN
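AlphaScreen: HP1-beta (50 nM) preformed 30 min with biotin-H3(1-18)K9me3 peptide (50 nM) in PBS pH 7.4, 0.01% Tween-20. Compound added for 30 min at RT, then streptavidin donor/nickel chelate acceptor beads (10 ug/mL) for 30 min.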
* marks the source's active call; other numbers are inactive results; i = inactive; ? = inconclusive; . = not tested or not shown; [ ] = another dose, or the depositor's remark. Unless noted, calls follow the shape of the dose curve; as a rule, active = well fitted curve in the direction sought with a large enough effect; inconclusive = small, poorly fitted or top-dose-only effect, or another doubt; inactive = no such curve, though single readings can be large; an effect the other way counts as inactive or inconclusive. Potency is read from the fitted curve at half-maximal effect. This is a subset. The share of hits here may be higher or lower than overall.

GLS inh	HP1b binding inh	ALOX12 inh	JMJD2A Tudor inh	ERG Ets-DNA blk	Tb PGK inh	Pin1 inhibitor	rTrxR1 inhibitor	RGS4 inh	Molecule
10.9%	27.7%	14.0%	-16.7%	-9.2%	i	-0.8%	14.5%[11.4 µM]	-40.2%	CCOc1cc(C(=O)Nc2ccncc2)cc(OCC)c1OCC
?	?	?	?	5.9%	-3.1%	.	17.8µM*	-10.4%	Cc1ccc(N2NC(=O)/C(=C\c3cc4c(cc3[N+](=O)[O-])OCO4)C2=O)cc1C
0.9%	?	?	?	2.3%	3.6%	-2.4%	6.5%[57.1 µM]	-21.8%	CC1(C(O)(C#CC[N+]2(C)CCCCC2)c2ccccc2)CCCC1 (configuration not stated)
1.0%	36.9%	18.5%	-24.6%	-7.4%	7.0%	?	22.6%[57.1 µM]	-3.3%	C[C@H](NC(=O)c1nc[nH]c1C(=O)N[C@@H](Cc1ccccc1)C(=O)OC(C)(C)C)C(=O)OCc1ccccc1
-0.9%	-19.6%	-18.4%	-16.8%	20.4%	-2.9%	-2.7%	1.5%[57.1 µM]	-31.5%	COc1ccc(C(=S)N2CCC(C(N)=O)CC2)cc1Br
-2.6%	35.9%	3.2%	-16.2%	-12.0%	-4.4%	4.0%	-3.0%	-21.2%	CC(=O)Nc1ccc(/C=N/OCC(=O)Nc2ccc(C)cc2)cc1
11.4%	6.4%	4.4%	-25.4%	0.0%	-3.1%	-7.7%	-38.4%	11.2%	COc1ccc(OCc2nn3c(-c4ccco4)nnc3s2)cc1
9.5%	26.9%	6.9%	-3.9%	.	i	-1.2%	0.8%	9.1%	COc1ccc(CCNC(=O)CSc2nc(-c3ccco3)cc(C(F)(F)F)n2)cc1OC
6.8%	46.0%[activator]	15.8%	7.8%	-4.4%	1.3%	2.4%	23.5%	-7.8%	CC(=O)N1CCN(c2nc3ccc(Br)cc3s2)CC1
-0.2%	9.8%	-6.5%	-7.6%	-4.9%	-3.3%	-2.5%	2.9%	-21.4%	COc1ccc(C(=O)N(CCCO)C(C)C(=O)NC2CCCCC2)cc1OC (configuration not stated)
-12.4%	17.6%	-1.9%	-8.9%[11.4 µM]	7.2%	i	-0.5%	23.7%[57.1 µM]	-2.5%[11.4 µM]	Cc1cccc(N2CCN(C(c3ccccc3)c3nnnn3CC3CCCO3)CC2)c1C (configuration not stated)
16.9%	51.4%[activator]	0.4%	-5.5%	1.0%	-7.3%	6.5%	3.8%	-30.9%	CC(C)C(c1nnnn1Cc1ccc2c(c1)OCO2)N1CCN(c2ccccc2)CC1 (configuration not stated)
-13.4%	-17.1%	-23.2%	-9.9%	8.9%	-5.8%	-0.3%	19.2%[57.1 µM]	14.8%	COc1cccc(-c2cc(C(=O)NCc3ccccc3)[nH]n2)c1
-3.2%	6.2%	?	-3.8%[11.4 µM]	-1.7%	i	-3.0%	-15.1%	-18.8%[11.4 µM]	Fc1ccc(-c2n[nH]c(=S)n2CC2CCCO2)cc1 (configuration not stated)
-7.0%	25.0%	11.0%	-14.6%	-0.7%	-1.9%	5.1%	-0.1%[57.1 µM]	-5.3%	COc1ccc(-c2c(C)nn3c(-c4ccccc4)cc(C)nc23)cc1
16.2%	?	17.9%	?	-3.4%	-11.0%	-0.9%	3.6%[57.1 µM]	17.2%	O=C1C=C(Nc2ccccc2)C(=O)c2ccccc21
-19.1%	19.5%	-21.3%	-14.8%	14.1%	i	0.3%	4.8%[57.1 µM]	-17.3%	CCOc1ccc(C(=O)C(C)OC(=O)Cn2c(C)csc2=O)cc1 (configuration not stated)
9.9%	-1.2%	7.0%	?	-17.2%	3.3%	67.3%[activator]	17.6%	3.2%	O=C(N[C@@H](Cc1ccccc1)C(=O)OCc1ccccc1)c1nc[nH]c1C(=O)N1CCN(c2ccccc2)CC1
-1.4%	31.6%	0.0%	0.0%	-11.2%	i	-2.9%	-3.3%	-49.8%	Cn1c(SCC(=O)NCc2ccc(F)cc2)nc2ccccc21
-2.1%	20.9%	14.8%	8.5%	-2.3%	-0.1%	-6.9%	3.1%	?	O=C(CCNC(=O)c1ccco1)Nc1ccc(C(F)(F)F)cc1
0.2%	14.8%	-10.3%	-7.7%	-1.1%	2.5%	-0.5%	-21.1%	-14.1%	COc1ccc(-c2nnc(SCc3nnc(-c4cccs4)o3)n2CC2CCCO2)cc1 (configuration not stated)
36.2%[activator]	51.5%[activator]	-2.3%	-9.6%[11.4 µM]	-2.4%	-2.4%	-13.0%	38.1%[activator]	16.1%[11.4 µM]	COc1ccc(NS(=O)(=O)c2cn(C)c(=O)n(C)c2=O)c(OC)c1
1.3%	43.4%[activator]	0.0%	1.1%	-1.4%	-0.2%	2.9%	-6.1%[57.1 µM]	-12.5%	O=CN1CCN(C2CC(=O)N(c3ccc(Br)cc3)C2=O)CC1 (configuration not stated)
-0.4%	28.4%	4.5%	50.1µM*	-1.0%	-7.9%	-5.6%	-25.8%	-3.4%	CCC(=O)OC1=C(C(C)=O)N(Cc2ccccc2)S(=O)(=O)c2ccccc21
3.0%	2.0%	?	-24.7%	-5.1%	-4.9%	-8.0%	21.6%[11.4 µM]	-9.5%	CC12CCC(=O)N1C(C(=O)Nc1cccc(S(=O)(=O)N3CCCCCC3)c1)CS2 (configuration not stated)
1.2%	-35.8%	87.5%[activator]	?	5.6%	i	0.5%	15.9%[57.1 µM]	-21.3%	Nc1ccc(Oc2ccc3nc(-c4ccccc4)c(-c4ccc([N+](=O)[O-])cc4)nc3c2)cc1
2.4%	23.7%	25.1%	-8.3%	-6.6%	-5.2%	-0.2%	14.7%	27.2%	CCn1c(SCc2nc3ccccc3[nH]2)nnc1-c1cccnc1
12.7%	12.0%[57 µM]	6.4%	-16.2%	8.9%	i	0.4%	1.1%	-50.0%	C=CCNC(=S)N1CCN(c2cc3c(cc2F)c(=O)c(C(=O)O)cn3CC)CC1
0.4%	12.7%	53.4%[activator]	-18.0%	-3.8%	3.8%	0.9%	-10.5%	10.3%	O=c1c2c(nc3c(-c4ccc(Cl)cc4)c[nH]n13)CCCC2
-5.0%	34.1%	-4.7%	4.2%	-5.4%	-3.4%	0.5%	17.8%[57.1 µM]	-2.9%	COc1cc(S(=O)(=O)NCc2ccccc2)ccc1-n1cnnn1
-1.0%	15.7%	-2.8%	-4.8%	-4.2%	-4.7%	58.6%[activator]	-0.1%	-8.4%	NC(=O)c1ccc(NC(=O)COC(=O)CCCN2C(=O)c3cccc4cccc(c34)C2=O)cc1
7.0%	22.0%	4.4%	-31.0%	.	-7.1%	16.2%	27.3%	-3.7%	CCS(=O)(=O)N1Cc2ccccc2CC1C(=O)Nc1nc2ccc(C)cc2s1 (configuration not stated)
.	13.0%	.	-9.9%	.	.	1.1%	14.9%	27.5%	O=S(=O)(c1cccc(Br)c1)N1CCN(c2nc(-c3cccs3)nc3ccccc23)CC1
-2.8%	23.4%	1.4%	0.0%	-1.7%	-6.1%	1.2%	-7.6%	-13.4%	Nn1c(SCC(=O)Nc2ccc3c(c2)OCCO3)nnc1-c1cccnc1
0.4%	26.5%	0.0%	0.7%	2.3%	0.3%	3.4%	7.5%	-4.2%	Cc1ccccc1Cn1c(=O)n(-c2ccc(Cl)cc2)c(=O)c2c3c(sc21)CCCC3
9.4%	9.9%	-8.2%	-21.4%	-0.2%	-0.1%	-0.3%	6.9%[57.1 µM]	-19.5%	CC(C)(C)c1ccc(NC(=O)N2CCN(c3ccc([N+](=O)[O-])cn3)CC2)cc1
-5.2%	23.5%	-4.8%	-9.7%	0.6%	i	-3.7%	14.0%[57.1 µM]	-11.9%	CCOC(=O)c1c(C)[nH]c(C)c1S(=O)(=O)N(C)CC(=O)Nc1ccc(C)c(F)c1
1.3%	13.1%	?	-8.5%	-1.7%	0.5%	0.7%	8.2%[57.1 µM]	7.2%	COCCn1c(SCc2nc3ccccc3c(=O)[nH]2)nnc1-c1ccncc1
-3.8%	22.3%	i	0.7%	-8.6%	i	-6.0%	-3.5%	-28.7%	CCCCn1c(N)c(N(Cc2ccccc2OC)C(=O)C(C)C)c(=O)[nH]c1=O
10.0%	16.6%	442.3%[activator]	1.6%	1.0%	0.7%	4.7%	21.9%[57.1 µM]	-1.3%	CN1CCN(S(=O)(=O)c2ccc(NC(=O)C3CCCCC3)cc2)CC1

2 compounds picked at random from those above, as already listed:
GLS inh	HP1b binding inh	ALOX12 inh	JMJD2A Tudor inh	ERG Ets-DNA blk	Tb PGK inh	Pin1 inhibitor	rTrxR1 inhibitor	RGS4 inh	Molecule
10.9%	27.7%	14.0%	-16.7%	-9.2%	i	-0.8%	14.5%[11.4 µM]	-40.2%	CCOc1cc(C(=O)Nc2ccncc2)cc(OCC)c1OCC
0.4%	26.5%	0.0%	0.7%	2.3%	0.3%	3.4%	7.5%	-4.2%	Cc1ccccc1Cn1c(=O)n(-c2ccc(Cl)cc2)c(=O)c2c3c(sc21)CCCC3
